Bioassay records (PubChem)
GalR3 antagonist: antagonists of human GalR3. O60755. HEK293 GalR3-CNG cAMP membrane potential fluorescence; galR3 body fused to GalR1 C-terminus. inhibition, % at 3 µM. 0.44% of 360,000 active. AID 651719;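 active means inhibition above the screen-wide average plus 3 SD, cut at about 13% in these data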;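 further: forskolin and galanin both at EC90 stimulate the cells; cAMP rise reported by CNG channel membrane potential dye signal; 0% = forskolin plus galanin with DMSO and 100% = forskolin alone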
Target sequence (O60755 1-299 limits assumed): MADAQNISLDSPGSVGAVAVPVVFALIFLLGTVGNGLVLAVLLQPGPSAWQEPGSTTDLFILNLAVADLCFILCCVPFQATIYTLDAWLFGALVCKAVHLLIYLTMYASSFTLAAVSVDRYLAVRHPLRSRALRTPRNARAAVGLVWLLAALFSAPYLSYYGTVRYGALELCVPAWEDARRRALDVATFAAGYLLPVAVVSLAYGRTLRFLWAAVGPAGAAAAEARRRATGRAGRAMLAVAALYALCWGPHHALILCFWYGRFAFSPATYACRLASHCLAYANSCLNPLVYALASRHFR
OXTR agonist: human OXTR agonism; P30559; CHO-OTR cells, Fluo-8 calcium fluorescence; normalized: DMSO 0%, oxytocin 100%; activation, % at 3 µM; 0.32% of 320,000 active; AID 2435;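 active means activation above the mean of all tested compounds plus 3 SD, cutoff set per screening run, cut at about 20% in these data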;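 further: peak over basal fluorescence ratio from a 100 s FLIPR kinetic read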
Target sequence (P30559 whole entry, looked up): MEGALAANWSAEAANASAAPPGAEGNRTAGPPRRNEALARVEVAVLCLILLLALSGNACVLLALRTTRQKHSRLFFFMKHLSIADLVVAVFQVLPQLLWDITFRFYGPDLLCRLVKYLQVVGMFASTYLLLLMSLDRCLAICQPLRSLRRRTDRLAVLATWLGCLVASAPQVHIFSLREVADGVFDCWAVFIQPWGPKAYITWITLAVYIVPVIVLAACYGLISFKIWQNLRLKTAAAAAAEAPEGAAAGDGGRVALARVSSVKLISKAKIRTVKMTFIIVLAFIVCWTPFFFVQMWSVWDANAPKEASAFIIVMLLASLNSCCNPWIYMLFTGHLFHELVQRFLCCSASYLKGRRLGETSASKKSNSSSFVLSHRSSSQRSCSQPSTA
V1R ag counter: counter-screen for oxytocin receptor agonists: human V1a receptor agonists. P37288. activation, % at 3 µM. 0.25% of 320,000 active. CHO-V1R cells, Fluo-8 calcium fluorescence, agonist mode; 0% DMSO, 100% 3 nM vasopressin. AID 2797;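 active means activation above the mean activation of all tested compounds plus 3 SD, per screening run, cut at about 20% in these data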;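 further: signal is peak over basal fluorescence ratio across a 100 second FLIPR read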
Target sequence (P37288 whole entry, looked up): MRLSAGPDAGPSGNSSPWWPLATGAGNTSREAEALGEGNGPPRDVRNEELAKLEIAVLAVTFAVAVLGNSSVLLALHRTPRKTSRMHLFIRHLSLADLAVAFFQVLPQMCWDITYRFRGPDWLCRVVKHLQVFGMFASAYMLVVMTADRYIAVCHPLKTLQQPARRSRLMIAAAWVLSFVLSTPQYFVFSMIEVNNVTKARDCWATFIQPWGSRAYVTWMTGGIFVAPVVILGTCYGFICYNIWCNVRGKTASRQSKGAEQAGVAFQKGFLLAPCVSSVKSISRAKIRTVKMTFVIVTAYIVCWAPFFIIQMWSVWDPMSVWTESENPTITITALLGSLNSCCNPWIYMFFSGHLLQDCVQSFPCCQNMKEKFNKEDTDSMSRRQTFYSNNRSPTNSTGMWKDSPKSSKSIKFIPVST
* marks the source's active call; other numbers are inactive results. Not all compounds are listed (hit frequency here may not be typical).

Fields: OXTR agonist | V1R ag counter | GalR3 antagonist
> Cc1cccc(N2CC(C(=O)NC3CCCCCC3)CC2=O)c1C (stereo not drawn)
→ 0.1 | 0.3 | -1
> O=C(c1ccc(Cl)c(S(=O)(=O)N2CCCCCC2)c1)N1CCN(c2ccc(O)cc2)CC1
→ 4.6 | 2.5 | -5
> Cc1cnc(C(=O)OCC(=O)Nc2c(Cl)cc(Cl)cc2Cl)cn1
→ -1.0 | 0.5 | -7
> CCn1c(CCC(=O)O)nc2cc(S(=O)(=O)N3CCOCC3)ccc21
→ 1.6 | 2.2 | 0
> CC(C)c1ccc(/C=C/C(=O)NCCCN2CCOCC2)cc1
→ 0.8 | 0.9 | -5
> O=C(c1ccccc1Cl)c1c(O)c2ccccc2oc1=O
→ -1.5 | -0.3 | -7
> Cc1cccc(NC(=O)CNC(=O)Cc2ccc3c(c2)OCCO3)c1C
→ -0.5 | -0.7 | -7
> O=c1[nH]nnc2c1sc1nc(N3CCOCC3)c3c(c12)CCCC3
→ 1.0 | 0.3 | -7
> Cc1cc(NC(=O)CN2C(=O)NC(c3ccccc3)(c3ccc(C)c(C)c3)C2=O)no1 (stereo not drawn)
→ -0.7 | 0.9 | -4
> CN(CC(=O)Nc1ccc(Cl)cc1F)C1=NS(=O)(=O)c2ccccc21
→ 1.3 | 2.2 | -4
> NC(=O)C1CCCN(C(=O)c2ccc(S(=O)(=O)N3CCCCCC3)cc2)C1 (stereo not drawn)
→ 0.4 | 0.8 | 0
> CCC1(O)CC(c2ccccc2)=NN1C(=O)c1ccccc1F (stereo not drawn)
→ 0.1 | -0.1 | -3
> O=C(CCc1nc2sc3c(c2c(=O)[nH]1)CCCC3)N1CCN(c2ccccc2)CC1
→ -1.0 | -1.7 | -4
> CCN(C(=O)COC(=O)c1cc(Cl)ccc1OC)c1c(N)n(Cc2ccccc2)c(=O)[nH]c1=O
→ 0.4 | 0.7 | -1
> Cc1ccc(S(=O)(=O)NCCC(=O)NCC(c2ccco2)N2CCCCC2)cc1C (stereo not drawn)
→ -2.3 | -0.7 | -4
> CC1CC(C)CN(CC(O)COC2CC(C)CC(C)(C)C2)C1 (stereo not drawn)
→ 0.5 | 0.8 | -6
> Cc1cc(=O)oc2cc(OCC(=O)N3c4ccccc4NC(=O)C3(C)C)ccc12
→ -0.2 | -0.2 | -2
> Cc1ccc(CC(=O)OCC(=O)c2ccc[nH]2)cc1C
→ 0.6 | 0.1 | -5
> CC1C(=O)N2CCCc3cc(NC(=O)C(=O)NCCc4c[nH]c5ccccc45)cc1c32 (stereo not drawn)
→ 1.6 | 2.2 | -6
> O=C1NC[C@@H](Cc2cccc3ccccc23)N(CCC23CC4CC(CC(C4)C2)C3)C1=O
→ -1.4 | 0.2 | -2

Next part:
Fields: OXTR agonist | V1R ag counter | GalR3 antagonist
> Cc1ccc(C(=O)Nc2cccc3cccnc23)cc1Br
→ -0.3 | -0.7 | 2
> Cc1ccccc1Nc1nc(N)nc(COC(=O)[C@@H](NC(=O)c2ccccc2Cl)C(C)C)n1
→ -1.5 | 0.2 | -8
> CCCCN1C(=O)C(=O)N(CC(=O)Nc2ccc(OC(F)(F)F)cc2)C1=O
→ 1.3 | 1.4 | -5
> Cc1ccc(CNC(=O)COC(=O)COc2ccc(C#N)cc2)cc1
→ 0.1 | -0.5 | 2
> Cc1noc(C)c1NC(=O)N(C)C[C@@H]1Oc2c(NC(=O)c3ccncc3)cccc2C(=O)N([C@H](C)CO)C[C@@H]1C
→ 1.5 | 1.3 | 7
> CN(Cc1cccs1)C(=O)c1cccc(S(=O)(=O)N2CCCCCC2)c1
→ 1.7 | 2.9 | -8
> COc1cc(SC)ccc1C(=O)OCc1nc2ccsc2c(=O)[nH]1
→ -2.6 | 1.4 | 0
> C[C@H](CO)N1C[C@H](C)[C@@H](CN(C)S(=O)(=O)c2cccs2)Oc2ccc(NC(=O)c3ccncc3)cc2C1=O
→ 1.6 | 0.7 | -1
> CC(C)[C@H](NC(=O)c1ccccc1)C(=O)NC1=NCCS1
→ -0.1 | -0.7 | -4
> CN[C@H]1CCc2cc(OC)c(OC)c(OC)c2-c2ccc(OC)c(=O)cc21
→ 0.5 | 0.4 | 3
> COc1ccc(OCC(=O)OCC(=O)c2ccc(OC)c(F)c2)cc1
→ 1.5 | 1.8 | 0
> CC1(C)CC(=O)C=C(c2cccc(Cl)c2O)C1
→ -0.7 | -0.6 | -6
> CCC(CO)Oc1cc(NC(=O)c2ccccc2F)c2ncn(C(C)C)c2c1 (stereo not drawn)
→ -0.4 | 0.3 | -3
> O=C(CC1OC(=O)c2ccccc21)NNC(=O)c1ccc(F)cc1 (stereo not drawn)
→ 1.2 | -0.1 | -5
> CCc1noc(C)c1C(=O)N(CC)CC(=O)NCc1ccc(Cl)cc1
→ -0.8 | 0.1 | -8
> Cc1cccc(OCCOC(=O)c2ccc(F)c(S(=O)(=O)N3CCOCC3)c2)c1
→ 2.2 | 3.7 | -4
> CCc1sc(C(=O)Nc2cccc(-n3cnnn3)c2)cc1C
→ -2.1 | 0.6 | -5
> CCN(CC)C(=O)c1cccc(NC(=O)c2ccccc2OCc2c(C)noc2C)c1
→ -0.4 | 0.4 | -1
> CCN(Cc1ccc2c(c1)OCO2)C(=O)CSc1nc(C)nc2sc(C)c(C)c12
→ -0.9 | 1.3 | -2
> COc1cc(/C=C/C(=O)O[C@H]2[C@H](O[C@@H]3O[C@@H](C)[C@H](O)[C@@H](O)[C@H]3O)[C@@H](O)[C@H](OCCc3ccc(O)c(OC)c3)O[C@@H]2CO)ccc1O
→ 0.3 | 0.4 | -1

Going on with the list.
Fields: OXTR agonist | V1R ag counter | GalR3 antagonist
> COc1c(-c2ccccc2)oc2c(ccc3occc32)c1=O
→ -2.1 | -1.1 | -3
> C[C@H](CO)N1C[C@H](C)[C@H](CN(C)C(=O)Nc2ccc(C(F)(F)F)cc2)Oc2c(NC(=O)c3ccncc3)cccc2C1=O
→ 3.0 | 0.6 | -2
> COc1cc(CNC(=O)c2cc3ccccc3oc2=O)cc(OC)c1OC
→ 2.0 | 11 | -3
> C[C@H](NC(=O)c1[nH]cnc1C(=O)N[C@H](C)c1ccccc1)c1ccccc1
→ 3.9 | 2.1 | -2
> Cc1cccc(COc2ccccc2C(=O)NC2CCC(O)CC2)c1 (stereo not drawn)
→ -1.5 | -0.3 | 1
> O=C(COC(=O)c1nc(Cl)ccc1Cl)Nc1ccc(Cl)cc1
→ -0.1 | 0.4 | -4
> O=C1CC2(CCCC2)C(=O)N1CN1CCN(S(=O)(=O)c2ccc(F)cc2F)CC1
→ -1.0 | -0.1 | -2
> CCc1ccc(C(=O)CCC(=O)Nc2ccc(OC)c(S(=O)(=O)N3CCCCC3)c2)cc1
→ 0.0 | 2.6 | -2
> CC(=O)C[C@H](O)CC(=O)[C@H]1OC(=O)[C@@H](C)CCCCc2ccccc21
→ -0.6 | 0.3 | -3
> COc1ccc(C(=O)NCC(c2cccs2)N2CCOCC2)cc1OC (stereo not drawn)
→ -0.2 | 0.4 | -6
> CC(C)(C)OC(=O)C[C@@H]1C/C=C\C[C@@H](CC(=O)N[C@@H](CO)Cc2ccccc2)C(=O)N2CCC[C@H]2COC1=O
→ -0.2 | 0.4 | -3
> O=C(C[C@H]1C/C=C\CC[C@H](Cc2ccc(F)cc2)C(=O)OC[C@@H]2CCCN2C1=O)N[C@H](CO)Cc1ccccc1
→ -0.9 | -0.4 | -4
> COc1ccc(S(=O)(=O)N2CCN(C(=O)c3c(C)nn(-c4ccccc4)c3C)CC2)cc1
→ -0.2 | 0.7 | -6
> O=C1NC[C@H](c2ccccc2)OC(=O)[C@H](Cc2ccc(F)cc2)C/C=C\C[C@@H]1CC(=O)N(CCO)Cc1ccccc1
→ -1.3 | 0.4 | -5
> COc1ccc(C2=Nn3c(nnc3-c3ccccc3F)SC2)cc1OC1CCCC1
→ 0.0 | 0.6 | 6
> CNC[C@H]1Oc2c(NC(=O)C3CCCCC3)cccc2C(=O)N([C@H](C)CO)C[C@@H]1C
→ 1.1 | 1.6 | -4
> O=C(COC(=O)c1cccc([N+](=O)[O-])c1)Nc1ncc(Br)s1
→ 2.1 | 1.8 | -6
> Cc1cc(OCC(=O)N(Cc2ccco2)c2c(N)n(Cc3ccccc3)c(=O)[nH]c2=O)ccc1Cl
→ -1.5 | -0.4 | 0
> CC1(c2ccc([N+](=O)[O-])cc2)NC(=O)N(CC(=O)Nc2cccnc2Cl)C1=O (stereo not drawn)
→ 21* | 18 | -4
> Cc1cccc(NC(=O)CN2CCN(C(=O)c3c(C)nn(Cc4ccccc4)c3C)CC2)c1C
→ 1.7 | 1.0 | -2

Carrying on.
Fields: OXTR agonist | V1R ag counter | GalR3 antagonist
> CN(CCOc1ccc(Cl)cc1)C(=O)C1=CC=CN2CCS(=O)(=O)N=C12
→ 2.3 | 0.9 | -8
> CCOc1ccc(NS(=O)(=O)c2cc3c4c(c2)CCN4C(=O)CC3)cc1
→ 4.2 | 4.5 | -3
> CC(=O)Nc1ccc(SC[C@H](Cc2ccccc2)N2CC[C@@H](C)CCC2=O)cc1
→ -0.4 | 0.7 | -6
> O=C(COc1cccnc1[N+](=O)[O-])Nc1c(Cl)cccc1Cl
→ 0.7 | 0.5 | 3
> O=C(COC(=O)CCOc1ccccc1)Nc1cc(S(=O)(=O)N2CCCCC2)ccc1Cl
→ 0.4 | 3.0 | -2
> CS(=O)(=O)c1ccc(-c2nnc(NC(=O)c3ccc(S(=O)(=O)N4CCCC4)cc3)o2)cc1
→ 0.7 | 0.1 | -1
> CC1CCC(NC(=O)C2CCN(C(=O)Nc3ccccc3)CC2)CC1 (stereo not drawn)
→ -0.3 | 0.3 | -4
> CCCCn1c(N)c(N(CCOC)C(=O)CSc2nnc(-c3ccncc3)n2CCC)c(=O)[nH]c1=O
→ 0.3 | 0.0 | -3
> COc1cccc(/C=C/C(=O)OCC(=O)NCCCc2ccccc2)c1OC
→ -1.5 | 1.1 | 8
> CC1CCCC(NC(=O)CCNC(=O)c2ccccc2Cl)C1C (stereo not drawn)
→ 0.0 | -1.0 | -3
> O=C(NNC(=O)c1ccc(Cl)c(S(=O)(=O)Nc2ccc(Cl)cc2)c1)c1ccc(=O)[nH]c1
→ -1.1 | 0.1 | -1
> Cc1ccc(CC(=O)N(C)CC(=O)N(CC(C)C)c2c(N)n(CC(C)C)c(=O)[nH]c2=O)cc1C
→ 0.5 | -1.1 | -2
> O=C(CCl)N1CCN(S(=O)(=O)c2ccc3c(c2)CCC3)CC1
→ 1.2 | 0.7 | -4
> CC(C)CN(C(=O)CSc1ccc2c(c1)OCCO2)c1c(N)n(CC(C)C)c(=O)[nH]c1=O
→ -0.2 | 0.2 | 7
> COc1ccc(C)cc1NC(=O)CN1c2cccc3cccc(c23)S1(=O)=O
→ 1.8 | 1.5 | -4
> CC[C@@]12C(=O)N(c3cccc(Br)c3)C(=O)N1[C@H](c1cccc(C)c1)[C@@H]1C(=O)N(Cc3ccccc3)C(=O)[C@@H]12
→ 3.4 | 1.1 | -7
> O=C(C[C@@H]1C/C=C\CCC(=O)OC[C@@H]2CCCN2C1=O)N[C@H](CO)Cc1ccccc1
→ 0.6 | 0.4 | -8
> COc1ccccc1CN(C)C(=O)CN1CCN(CC(=O)Nc2ccccc2Cl)CC1
→ 0.1 | 1.6 | -7
> Cc1cc(NC(=O)CSCC(=O)Nc2nc3ccccc3[nH]2)no1
→ 0.1 | -0.1 | -5
> CCOC(=O)[C@H]1[C@H]2COc3ccc(C)cc3[C@@H]2N2C(=O)CN(Cc3ccco3)C(=O)[C@@]12C
→ 0.9 | -1.3 | 0

Additional structures follow:
Fields: OXTR agonist | V1R ag counter | GalR3 antagonist
> Cc1ccc(NC(=O)c2ccc(Cl)nc2)cc1S(=O)(=O)N1CCOCC1
→ 1.6 | 1.0 | -5
> COc1ccc(S(=O)(=O)N2CCN(C(=O)C3CCC3)CC2)cc1
→ 1.9 | 0.8 | -5
> CCC(=O)c1ccc(OCC(=O)OCC(=O)Nc2ccc3c(c2)OCCO3)cc1
→ 3.4 | 2.8 | -2
> NS(=O)(=O)c1cccc(NC(=O)COC(=O)CN2C(=O)c3ccccc3C2=O)c1
→ -0.2 | -0.6 | -6
> Cc1cc(C(=O)COC(=O)c2ccc(F)cc2F)c(C)n1C1CC1
→ -1.0 | 1.6 | -5
> COc1ccc(NC(=O)CN(C)C(=O)c2cccc(S(=O)(=O)N3CCN(C)CC3)c2)cc1
→ -0.6 | -0.5 | 5
> O=C(c1ccccc1OCc1ccc(Cl)cc1)N1CCN(c2ccccn2)CC1
→ -0.9 | 0.3 | -6
> COCCN(C(=O)CC1CCCC1)c1c(N)n(CC(C)C)c(=O)[nH]c1=O
→ 0.7 | 0.3 | -6
> Cc1c(CCOC(=O)c2ccc(Cl)cc2Cl)sc[n+]1CC(=O)c1ccccc1
→ 3.1 | 1.2 | -1

In the list so far, five contain two or more sulfur atoms.
Fields: OXTR agonist | V1R ag counter | GalR3 antagonist
> CN(Cc1cccs1)C(=O)c1cccc(S(=O)(=O)N2CCCCCC2)c1
→ 1.7 | 2.9 | -8
> COc1cc(SC)ccc1C(=O)OCc1nc2ccsc2c(=O)[nH]1
→ -2.6 | 1.4 | 0
> C[C@H](CO)N1C[C@H](C)[C@@H](CN(C)S(=O)(=O)c2cccs2)Oc2ccc(NC(=O)c3ccncc3)cc2C1=O
→ 1.6 | 0.7 | -1
> CCN(Cc1ccc2c(c1)OCO2)C(=O)CSc1nc(C)nc2sc(C)c(C)c12
→ -0.9 | 1.3 | -2
> CS(=O)(=O)c1ccc(-c2nnc(NC(=O)c3ccc(S(=O)(=O)N4CCCC4)cc3)o2)cc1
→ 0.7 | 0.1 | -1
